mcGAS MS inh = inhibitors of Mus musculus cyclic GMP-AMP synthase, initial high-throughput assay, cell-free, RapidFire MS. Q8C6L5. recombinant mouse cGAS, cGAMP by RapidFire MS. inhibition, % at 12.5 µM. 130,000 compounds, 0.18% hits. AID 1259397, 2018;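 active = inhibition of cGAS enzyme activity at or above 60%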;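 note: enzyme stimulated by 45 bp dsDNA with ATP and GTP substrates; cGAMP share of summed cGAMP plus half ATP and half GTP signals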
Target sequence (Q8C6L5 whole entry, looked up): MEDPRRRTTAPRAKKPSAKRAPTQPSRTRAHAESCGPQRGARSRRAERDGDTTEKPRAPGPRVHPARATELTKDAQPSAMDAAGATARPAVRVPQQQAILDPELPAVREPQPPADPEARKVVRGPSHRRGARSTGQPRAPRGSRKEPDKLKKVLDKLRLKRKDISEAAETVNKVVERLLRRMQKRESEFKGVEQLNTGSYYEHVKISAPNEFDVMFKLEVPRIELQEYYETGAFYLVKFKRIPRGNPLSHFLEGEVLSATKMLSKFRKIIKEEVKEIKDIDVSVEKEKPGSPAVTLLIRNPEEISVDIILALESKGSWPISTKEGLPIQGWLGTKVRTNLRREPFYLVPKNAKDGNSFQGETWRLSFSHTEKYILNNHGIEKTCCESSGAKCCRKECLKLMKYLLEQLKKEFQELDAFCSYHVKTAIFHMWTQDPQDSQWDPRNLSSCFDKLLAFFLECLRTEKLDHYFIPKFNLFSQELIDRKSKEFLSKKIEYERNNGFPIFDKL
* hit, by the source's call; & = joins results of further samples.

nr | compound | mcGAS MS inh
1 | Cc1noc(C)c1CN(C)Cc1nc2ccccc2n1C(C)C | -32
2 | COc1ccc(CCNC(=O)CC2CSc3nc4c(c(=O)n32)CCC4)cc1OC (configuration not stated) | -5
3 | Cc1nc(-n2nc(-c3cccs3)cc2NC(=O)CSCc2ccccc2)[nH]c(=O)c1C | 15
4 | COc1c[nH]c(C(=O)NCc2ccc(C)cc2)cc1=O | -4
5 | O=C(CCCS(=O)(=O)Cc1ccccc1)Nc1nc2c(s1)Cc1ccccc1-2 | -6
6 | Cc1cccc(C)c1C(=O)c1ccc(O)cc1O | -11
7 | Cc1cc(Br)c(NC(=O)CN(Cc2ccco2)Cc2ccco2)c(Br)c1 | -7
8 | CCc1ccc(CN2CCC(CNC(=O)Nc3ccccc3)C2)nc1 (configuration not stated) | -7
9 | CC(/C=C1\N=C(c2ccc(Br)cc2)OC1=O)=C\c1ccccc1 | -10
10 | CNC(=O)NC(=O)C(C)Sc1nnc(-c2cccs2)n1CC(N)=O (configuration not stated) | 13
11 | Fc1ccc(COc2ccc(-c3nnco3)cc2)c(Cl)c1 | -1
12 | O=S(=O)(Nc1ccc2c(c1)CCC2)c1ccc2c(c1)OCCO2 | -10
13 | CCn1c(-c2ccccc2F)nc2cc(C(=O)NC(C)c3cn(C)nc3C)cc(NC(C)=O)c21 (configuration not stated) | 3
14 | CCc1cc(CN2CCCC(c3[nH]ncc3CC)C2)[nH]n1 (configuration not stated) | -20
15 | CSC1CCC(NC(=O)NCc2ccc(F)c(CN(C)C)c2)C1 (configuration not stated) | -7
16 | Clc1ccc(N2CCN(Cc3cnn4cccnc34)CC2)nc1 | 6
17 | CC(=O)Oc1ccc(CN2C(=O)C(C)ON=C2c2cccs2)cc1 (configuration not stated) | -4
18 | Cc1cc(NN)nc(-c2ccccc2O)n1 | 8
19 | CC(C)(C)c1nn2cnnc2n(/N=C\c2ccccc2O)c1=O | -7
20 | CC(=O)c1c(C)[nH]c(-c2csc(N3CCN(C)CC3)n2)c1C | -2
21 | O=C1OC(c2ccccc2)=N/C1=C\c1ccccc1C(F)(F)F | -5
22 | C=CCN1C(=O)C(=Cc2c(N3CCC(C)CC3)nc3c(C)cccn3c2=O)SC1=S | -9
23 | CCOc1ccc2nc(Cl)c(/C=C/C(=O)c3ccco3)cc2c1 | -6
24 | CC(C)c1cc(=O)[nH]c(-n2nc(-c3cccs3)cc2NC(=O)CCc2ccccc2)n1 | 5
25 | O=S(=O)(/C=C/c1ccccc1)N1CCN2CCCC2C1 (configuration not stated) | -3
26 | COc1ccccc1/C=C1/C(=N)N2N=C(c3ccccc3)SC2=NC1=O | 10
27 | CCCn1c(N2CCN(Cc3ccc(Cl)cc3Cl)CC2)nc2c1c(=O)[nH]c(=O)n2C | -9
28 | CCOC(=O)N1CCN(C(c2ccc(C)cc2)c2c(O)cc(C)n(Cc3cccnc3)c2=O)CC1 (configuration not stated) | -9
29 | Cc1ccc(-c2nnc(NCCCO)c3ccccc23)cc1 | -7
30 | O=C(Nc1ccc(SCCN2CCCCCC2)nn1)c1cccs1 | -6
31 | Cc1ccc2oc(C(=O)N3CCN(CCn4cncn4)CC3)cc2c1 | 7
32 | CC(C1CC1)N(C)C(=O)c1cccc(S(=O)(=O)N(C)C)c1 (configuration not stated) | -5
33 | CC1(C)CC(=O)/C(=C/c2cccs2)C(C)(C)N1 | 0
34 | Cc1c(C(=O)NCc2ccccc2)sc(=O)n1Cc1ccccc1F | -10
35 | CC(CNC(=O)c1ccc(Cn2ccccc2=O)o1)N(C)C (configuration not stated) | -10
36 | CNc1ncc(C(=O)N2CCCC(C(=O)c3cc(C)c(OC)c(C)c3)C2)cn1 (configuration not stated) | -21
37 | O=C(C=Cc1ccccc1)Nc1nnc(C2CC2)s1 | -8
38 | CC(C)CNc1ccc([N+](=O)[O-])cc1S(N)(=O)=O | 0
39 | O=C(O)C1CC(=O)N(Cc2cccc(-n3cccn3)c2)C1 (configuration not stated) | 2
40 | CCCN1CCC2(CC1)Nc1ccccc1C(=O)N2C | -1

Sorted by length of the SMILES (highest first): some entries from above.
nr | compound | mcGAS MS inh
26 | COc1ccccc1/C=C1/C(=N)N2N=C(c3ccccc3)SC2=NC1=O | 10
21 | O=C1OC(c2ccccc2)=N/C1=C\c1ccccc1C(F)(F)F | -5
34 | Cc1c(C(=O)NCc2ccccc2)sc(=O)n1Cc1ccccc1F | -10
39 | O=C(O)C1CC(=O)N(Cc2cccc(-n3cccn3)c2)C1 (configuration not stated) | 2

(more compounds)
nr | compound | mcGAS MS inh
41 | CNC(=O)c1ccccc1NCC(=O)NCC(F)(F)F | 0
42 | CN1CCCn2nc(C(=O)NCC3(COc4ccccc4)CC3)cc2C1 | -7
43 | O=C(COc1ccccc1)NCCNc1ccc(Nc2ccccn2)nn1 | -3
44 | Cc1csc(NC(=O)C2CCCC2)n1 | -12
45 | CCc1ccc2nc(N(Cc3ccccn3)C(=O)Cc3ccc(S(C)(=O)=O)cc3)sc2c1 | -6
46 | CC(C)(C)NC(=O)C1CSCN1C(=O)/C=C/c1ccccc1OC(F)(F)F (configuration not stated) | 5
47 | O=C(c1cccc(-c2ncc[nH]2)c1)N1CCOC(c2ccc(Cl)cc2)C1 (configuration not stated) | 2
48 | COc1ccc2c(c1OC)CN(Cc1cccc(Cl)c1)CC2 | -6
49 | COC(=O)C1C(=O)C(C(=O)OC)C(c2cccs2)C(C#N)(C#N)C1c1cccs1 (configuration not stated) | -13
50 | Cc1[nH]nc(-n2cccn2)c1[N+](=O)[O-] | -5
51 | Nc1ccc(-c2c(-c3ccccc3)[nH]n(-c3ccccc3)c2=O)cc1 | -10
52 | O=C(O)CS(=O)(=O)Cc1ccc(Br)cc1 | 2
53 | COc1ccc(S(=O)(=O)N2CCNC(=O)C2C(C)C)c(C)c1C (configuration not stated) | -15&-13
54 | O=C(CN1CCOc2ccccc2C1)Nc1cnc2n1CCCC2 | -12
55 | C=C(C)Cn1c(SCC(=O)N/N=C\c2sccc2C)nnc1-c1ccc(Br)cc1 | -6
56 | Cc1cc(NC2CC3CC2C2CCCC32)nc(C)n1 (configuration not stated) | -8
57 | CCOc1cc(C=CC(=O)N2CCC(C(=O)Nc3ccc4c(c3)OCO4)CC2)cc(Cl)c1OC | 7
58 | COc1ccc(CN2CCC(n3nccc3NC(=O)c3ccccc3C)CC2)cc1 | -7
59 | COc1ccc2cc(C(C)C(=O)NC3(C)CCS(=O)(=O)C3)ccc2c1 (configuration not stated) | -6
60 | Cc1cc(Nc2ccc3c(n2)C(=O)N(CC(=O)NCCCO)C3)n(C)n1 | 6

Part of the list above, field by field.
(48) COc1ccc2c(c1OC)CN(Cc1cccc(Cl)c1)CC2
  mcGAS MS inh = -6
(47) O=C(c1cccc(-c2ncc[nH]2)c1)N1CCOC(c2ccc(Cl)cc2)C1 (configuration not stated)
  mcGAS MS inh = 2
(1) Cc1noc(C)c1CN(C)Cc1nc2ccccc2n1C(C)C
  mcGAS MS inh = -32
(21) O=C1OC(c2ccccc2)=N/C1=C\c1ccccc1C(F)(F)F
  mcGAS MS inh = -5

More results:
nr | compound | mcGAS MS inh
61 | CC1(C(=O)Nc2ccc3c(c2)OCO3)CCN1Cc1ccoc1 (configuration not stated) | -6
62 | Fc1ccc(Br)cc1C1CC(c2cccnc2)Nc2nnnn21 (configuration not stated) | -1
63 | Cc1ccc(-c2nc3n(c2CNC(=O)c2ccc(S(=O)(=O)N(C)C)cc2)CCS3)cc1 | -8
64 | CN(C)C(CNC(=O)Cc1n[nH]c(=O)c2ccccc12)Cc1ccccc1 (configuration not stated) | -3
65 | COC(=O)C1CCN(C(=O)CC2CSc3nc4c(c(=O)n32)CCCC4)CC1 (configuration not stated) | -6
66 | CCSC1CCCC(NC(=O)c2c(C)c(C)nn(C)c2=O)C1 (configuration not stated) | 12
67 | Cc1cc(S(=O)(=O)N2CCN=C2c2ccccc2)ccc1F | 2
68 | Cc1n[nH]c(C)c1/C=C(/C#N)c1nc(-c2ccc(Cl)cc2)cs1 | 3
69 | O=C(COc1ccccc1)N1CCc2ccc(O)cc2C1 | -6
70 | CN1CC(NC(=O)CC2(CC(=O)c3ccc(Cl)s3)CCCCC2)CCC1=O (configuration not stated) | -3
71 | Cc1nc(-c2ccc3c(c2)OCO3)cc(C(C)C)n1 | -11
72 | CCc1csc(CNC2CCc3ccc(OC)cc3C2)n1 (configuration not stated) | -13
73 | CCN1CCOC(CNc2ncnc3ccsc23)C1 (configuration not stated) | -6
74 | CC1CCC(NS(=O)(=O)N2CCCC(C)C2)CC1 (configuration not stated) | 1
75 | COc1cccc(OC)c1OCCOc1ccc(C)cc1Br | -1
76 | CN(Cc1ccc2ccccc2n1)C(=O)c1ccc(N2CC(O)C2)nc1 | -8
77 | CCCc1ccc(OCCNC(C)=O)c(OC)c1 | -4
78 | CC(C(=O)N1CCCC1)N1CCN(C(=O)c2c(Cl)nc3ccccn23)CC1 (configuration not stated) | -3
79 | CC(C)CC1CCN(C(=O)c2ccccc2I)C1 (configuration not stated) | -16
80 | COc1cccc2cc(CNCC3CCOC3c3cnn(C)c3)oc12 (configuration not stated) | -9
81 | CCN1CCN(C(c2cccnc2)c2c(NC(C)=O)sc3c2CCCC3)CC1 (configuration not stated) | -10
82 | CC(C(=O)Nc1cc(Cl)ccc1N(C)C)n1ccnc1 (configuration not stated) | -4
83 | CC(C)CN1CC(C(=O)N2CCC(O)(c3ccccc3)CC2)CC1=O (configuration not stated) | -25
84 | CCc1ncc(C(=O)N(CC)Cc2c(F)cccc2Cl)cn1 | -14
85 | Cc1cc(NC(=O)c2ccc(N3CCCC3=O)cc2)ccn1 | -25
86 | CCn1cnnc1C1CCN(C(=O)c2ccc(C)s2)CC1 | -8
87 | O=C(c1coc(COc2ccccc2F)n1)N1CCS(=O)(=O)CC1 | -14
88 | O=C(NCc1cccnc1)NC1(c2ccccc2)CCC1 | -2
89 | CCn1nc(C)cc1C(=O)N(CCC#N)c1ccc(C)c(C)c1 | -8
90 | CNc1cc(C)nc(N2CCC3(CCNCC3)CC2)n1 | -1
91 | CC1(C)Cc2cc(CN3CCCC(N4CCCC4=O)C3)ccc2O1 (configuration not stated) | 2
92 | CN(CCc1ccccn1)c1ncccc1CNC(=O)c1cnc2ccccn12 | -32
93 | CCCNC(=O)c1oc2ccc(Br)cc2c1C | 3
94 | O=C(CCN1CCOCC1)N1N=C(c2cccs2)CC1c1cccs1 (configuration not stated) | -3
95 | CC(c1nc2ccccc2c(=O)[nH]1)N1CCN(c2ccccn2)CC1 (configuration not stated) | -5
96 | CCNC(=O)C1(C)CCCN(Cc2ccnc3ccccc23)C1 (configuration not stated) | 0
97 | CC(c1cccc(-c2ncc(F)cn2)c1)N(C)C (configuration not stated) | -9
98 | Cc1c(C)n2c3c(=O)[nH]c(=O)n(C)c3nc2n1-c1ccc(N(C)C)cc1 | -9
99 | N[C@H]1CN[C@H](C(=O)N2CCC(c3nc(-c4ccccc4)no3)CC2)C1 | -4
100 | CCS(=O)(=O)c1ccc(N2CCC(Nc3ncccc3C#N)CC2)cc1 | 3
101 | COc1ccc(CC2(CO)CCN(Cc3ccccc3OC(F)F)CC2)cc1 | -2
102 | Cc1cccc(NC(C)c2ccc(F)cc2)c1 (configuration not stated) | -3
103 | CC(C)(CO)NCC(O)c1ccccc1 (configuration not stated) | 2
104 | Cc1noc(C)c1C(=O)N1CC[C@@H](c2ccc3ccccc3c2)[C@H](O)C1 | -3
105 | Cc1cc(C)c(C(=O)N2CCOC(CCN(C)C)C2)o1 (configuration not stated) | -8
106 | CCN(CCCCO)C(=O)c1ccc(NC(=O)OC(CCN(C)C)c2ccc(OC)cc2)cc1 (configuration not stated) | -8
107 | COc1ccc(C(=O)NC2CC2)cc1OC1CCN(C/C=C/c2ccccc2)CC1 | -2
108 | Cc1nn(C)cc1C(C)Nc1cc(CN)ncn1 (configuration not stated) | 8
109 | CC(C)(O)C#Cc1ccc(C(=O)N2CCC(n3ccnc3)C2)o1 (configuration not stated) | -11
110 | Cc1nc(CC(=O)NCCSc2nnc(C)s2)cs1 | -11
111 | NCC1CCN(Cc2cccc(-c3nc(-c4ccncc4)cc(=O)[nH]3)c2)CC1 | -10
112 | Cc1ccc(-n2nc(C(=O)c3cccs3)c(C#N)c2N)cc1 | -7
113 | N#Cc1cccc(NC(=O)Cn2nnc(-c3ccccc3)c2COc2ccc3ccccc3c2)c1 | 9
114 | Cc1cccc(NC(=O)CCC2CCN(C(=O)C3COc4ccccc4O3)CC2)c1 (configuration not stated) | -1&0
115 | O=C(/C=C/c1ccncc1)NC1CCCN(CCCc2ccccc2)C1 (configuration not stated) | -14
116 | CNC(=O)C1CCCN(S(=O)(=O)N(C)C2CCCCC2)C1 (configuration not stated) | -4
117 | COC(=O)c1nn(CN2CCOCC2)c(=O)c2ccccc12 | 1
118 | CCOC(=O)c1nn(-c2ccc(C)cc2)c(=O)cc1NCCCOC(C)C | -3
119 | Oc1[nH]c2ccccc2c1N=NCc1ccccc1 | -13
120 | CCN(CC)C(=O)Cn1cc(C(=O)N2CCCC2c2ccccc2OC)nn1 (configuration not stated) | -11

The listing continues:
nr | compound | mcGAS MS inh
121 | Cc1cc(C(=O)NCc2cnc[nH]2)c(C)n1C1CCCCC1 | 5
122 | Cc1ccc(-c2nc3n(c2CNC(=O)c2cncc(Br)c2)CCS3)cc1 | -6
123 | Cc1ccccc1OCC(C)NS(=O)(=O)c1cnc[nH]1 (configuration not stated) | -1
124 | CO[C@H]1O[C@H](CBr)[C@@H](OC(=O)c2ccccc2)[C@H](O)[C@H]1O | -9
125 | Cc1nc2c(cnn2C(C)C)cc1C(=O)Nc1nc(-c2ccc(F)cc2)c(C)s1 | 9
126 | O=c1c(Cl)c(N2CCN(c3ccccc3)CC2)cnn1Cc1ccccc1Cl | -6
127 | CSc1c(C)c(C#N)c(=O)n(NC(=O)C(c2ccccc2)c2ccccc2)c1C | 5
128 | N#Cc1ccsc1NC(=O)Cn1c(C(F)(F)F)ccc(C(N)=O)c1=O | 0
129 | Cn1nc(C(=O)O)c2ccccc2c1=O | -9
130 | Cc1ccc(C(=O)O)cc1S(=O)(=O)N1CCc2ccc(F)cc21 | -1

Only part of the results is shown (hit frequency here may not be typical).
